EP2 antag – inhibitors of human EP2 prostaglandin E2 receptor. C6 glioma cells expressing human EP2, cAMP TR-FRET; cells stimulated with saturating PGE2. P43116. 260,000 tested, 0.52% active. inhibition, % at 25 µM;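 active means percent inhibition above 40 after rounding to a whole number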;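 further: rat C6 glioma host cells with rolipram phosphodiesterase inhibitor present; the protocol text gives 20 µM as final concentration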
PPC-1+TRAIL kill – kills PPC-1 cancer cells in the presence of TRAIL. 220,000 tested, 0.41% active. cell killing (% activity), % at 4 µM. PPC-1 cells + TRAIL, ATPLite viability luminescence;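 active means cell killing above 50% in the first pass at 4 µM, then a duplicate retest at 5 µM averaging 50% or more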;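 further: plate controls were cells with TRAIL plus DMSO for no effect and medium-only wells lacking cells for full effect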
p47phox inh – blocks human p47phox regulatory protein of NADPH oxidases; p47phox/p22phox peptide binding, fluorescence polarization, 2 h; inhibition, % at 24.7 µM; P14598; 220,000 tested, 0.53% active;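 active means inhibition above about 30%, limit read from the data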;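 further: 0% = p47phox with labelled peptide and 100% = labelled peptide alone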
p97 ATPase inh – blocks human p97 ATPase activity; recombinant p97 ATPase, Kinase-Glo ATP luminescence, 3 h; inhibition, % at 8 µM; 220,000 tested, 0.42% active; AID 1481; in the data active means inhibition above about 15%;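 further: 0% = DMSO vehicle and 100% = wells lacking enzyme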
Target sequence (P55072 whole entry, looked up): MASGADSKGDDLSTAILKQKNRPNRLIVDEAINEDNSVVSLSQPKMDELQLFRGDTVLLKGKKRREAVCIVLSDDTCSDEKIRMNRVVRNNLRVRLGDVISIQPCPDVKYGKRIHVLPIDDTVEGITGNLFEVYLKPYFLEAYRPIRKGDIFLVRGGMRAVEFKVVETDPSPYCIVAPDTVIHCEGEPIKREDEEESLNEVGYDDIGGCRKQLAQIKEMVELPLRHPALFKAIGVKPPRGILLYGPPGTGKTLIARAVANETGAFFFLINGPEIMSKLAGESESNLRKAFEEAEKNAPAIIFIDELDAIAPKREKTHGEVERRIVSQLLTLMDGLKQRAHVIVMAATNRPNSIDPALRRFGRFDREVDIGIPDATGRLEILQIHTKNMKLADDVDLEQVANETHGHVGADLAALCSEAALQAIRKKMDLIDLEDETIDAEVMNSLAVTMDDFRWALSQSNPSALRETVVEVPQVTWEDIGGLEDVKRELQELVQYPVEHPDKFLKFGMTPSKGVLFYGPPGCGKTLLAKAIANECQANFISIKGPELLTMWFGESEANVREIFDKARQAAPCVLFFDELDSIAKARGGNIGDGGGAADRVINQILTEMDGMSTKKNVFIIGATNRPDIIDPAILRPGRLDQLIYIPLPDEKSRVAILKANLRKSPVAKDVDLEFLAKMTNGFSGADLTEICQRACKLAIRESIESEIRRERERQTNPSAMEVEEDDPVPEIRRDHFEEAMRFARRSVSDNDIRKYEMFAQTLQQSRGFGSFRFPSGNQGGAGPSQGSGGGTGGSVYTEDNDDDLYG
Ba/F3 V617F tox – loss of viability in JAK2V617F-driven Ba/F3 cells. Ba/F3 EpoR-JAK2V617F viability, ATP luminescence. inhibition, % at 5.6 µM. 220,000 tested, 1.1% active;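 active means inhibition above the campaign mean plus 3 SD over all tested compounds, cut at about 24% in these data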;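 further: cytokine-independent growth of Ba/F3 cells driven by EpoR plus mutant JAK2; 0% = DMSO-treated cells and 100% = JAK inhibitor I control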
BaF3 tox – parental Ba/F3 viability inhibition as JAK2V617F counter-screen; CellTiter-Glo ATP luminescence; inhibition, % at 5.6 µM; 220,000 tested, 1.1% active; AID 1486;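 active means inhibition above a per-campaign cutoff, the mean inhibition of all tested compounds plus 3 SD, cut at about 27% in these data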;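 further: 0% = DMSO wells and 100% = JAK Inhibitor I control wells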
Furin inhibitor – blocks human furin protease activity; purified furin, fluorogenic substrate cleavage; inhibition, % at 30 µM; 220,000 tested, 0.061% active; in the data active means inhibition above about 25%; further: inactives centre near -15
RBBP9 inhibitor – blocks human serine hydrolase RBBP9; O75884; 220,000 tested, 0.2% active; AID 1515; inhibition, % at 7.94 µM; recombinant RBBP9, FP-Rh probe fluorescence polarization;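 active means inhibition above the campaign mean of all tested compounds plus 3 SD, cut at about 14% in these data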;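 further: plate controls were DMSO wells with RBBP9 for no effect and wells lacking RBBP9 protein for full effect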
Target sequence (O75884 whole entry, looked up): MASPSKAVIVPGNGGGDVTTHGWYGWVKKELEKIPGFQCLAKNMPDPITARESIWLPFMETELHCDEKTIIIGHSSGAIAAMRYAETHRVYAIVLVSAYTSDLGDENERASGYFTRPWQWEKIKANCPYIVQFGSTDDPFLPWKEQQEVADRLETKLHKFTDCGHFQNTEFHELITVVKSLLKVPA
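System: RBBP9 protein / Buffer or medium: Tris/NaCl buffer pH 8.0 with 0.1% Pluronic / Probe or stimulus: Serine-hydrolase probe FP-Rh, 375 nM pre-mixing / Dosing: 7.94 µM single dose, 0.794% DMSO / Times: enzyme-compound preincubation 30 min, then probe labeling 45 min, 25 °C / Technique: fluorescence polarization (mP), excitation 525 nm, emission 598 nm / Replication: singlicate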
TbHK1 inh – T. brucei hexokinase 1 inhibition. recombinant TbHK1, G6PDH-coupled NADH A340. inhibition, % at 10 µM. 220,000 tested, 0.11% active. AID 1430;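 active means inhibition of 50% or more in the single-dose primary screen; inactive means inhibition below 50%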
Starred values were filed as active, the others as inactive; x = no result given; & = joins results of further samples; [ ] = another dose, or the depositor's remark. Only part of the results is shown (hit frequency here may not be typical).

compound	PPC-1+TRAIL kill	TbHK1 inh	RBBP9 inhibitor	p97 ATPase inh	Ba/F3 V617F tox	p47phox inh	BaF3 tox	Furin inhibitor	EP2 antag
CC1CCC(NC(=O)Nc2cccs2)CC1 (stereo unspecified)	-24	-16	-4	1	-1	0	5	-14[20 µM]	4
CN(C)S(=O)(=O)N1CCC(CO)(CCc2ccccc2)CC1	6	3	3	4	-3	4	1	-22	2
COc1ccccc1NC(=O)CN(C)S(=O)(=O)c1ccc(F)cc1	11	-1	-8	-2	0	-12	2	-18[20 µM]	15
N#Cc1nc(Cc2cccc3ccccc23)oc1NCCCN1CCOCC1	-7	-29	-6	-2	1	4	7	-32	15
COc1ccc(-n2nc(N)c3c(=O)oc(N(C)C)nc32)cc1	-1	-1	-1	0	-1	-9	5	-24[20 µM]	9
O=C(/C=C/c1ccc(Cl)cc1)NCc1ccco1	10	33	-3	4	-6	17	-2	-11	4
CCOc1ccc(NC(=O)CC2C(=O)N(C)C(=S)N2CCCc2ccccc2)cc1 (stereo unspecified)	19	18	-4	2	1	-4	3	-2	13
O=C(CN1CCC(Cc2ccccc2)CC1)NC(=O)NCc1ccco1	23	6	1	0	-3	-9	-1	-9	10
CCC(=O)NC1CCN(C(=S)NC)CC1	18	-3	-7	4	-6	-8	62*	-30	15
Nc1nc(SCC(=O)NCCOCCO)nc2sc3c(c12)CCCC3	10	2	-1	-3	1	4	2	-17	8
O=C(Cc1ccccc1)NC(NCCc1ccccc1)C(Cl)(Cl)Cl (stereo unspecified)	6	4	-1	2	-3	-9	2	-13[20 µM]	-5
CC(C)Cn1cc(C(=O)N2CCC(C)CC2)c2c3ccccc3n(C)c2c1=O	x	-11	-5	0	2	3	4	-34	5
Cc1cc(C(=O)COC(=O)c2ccc[nH]c2=O)c(C)n1C1CC1	24	-3	-1	6	-1	-6	3	-18	9
C(=N\n1cnnc1)/c1ccc2ncccc2c1	13	-11	-3	0	1	2	6	-16	8
COc1ccc(C(=O)CC(=O)C(=O)Nc2cc(Cl)c(OC)cc2OC)cc1	7	0	-8	-2	1	-3	8	-10	4
COC(=O)C(NC=O)C(O)(Cc1ccccc1)C(F)(F)F (stereo unspecified)	5	0	-2	1	-1	2	3	-16	10
CN(C)CCOC(=O)c1cccc(Br)c1	-6	1	-4	3	-1	-3	5	-18[20 µM]	14
CCS(=O)(=O)N1CCCC(C(=O)NCCCOC(C)C)C1 (stereo unspecified)	18	-3	-6	1	-4	-14	-1	-12	14
CCN(CC)CCCNC(=O)c1nn(-c2ccccc2OC)c(=O)c2ccccc12	32	2	-7	4	-1	-69	-1	-12[20 µM]	7
Cc1oc(-c2ccccc2)cc1C(=O)Nc1cccc(/C=C/C(=O)O)c1	-2	-7	-3	7	-1	-17	6	-21	9
O=C(NC1CCCCC1)C1CCCN(S(=O)(=O)c2ccc(Br)s2)C1 (stereo unspecified)	15	3	-3	4	-1	-10	2	-32	10
O=C(CSC1=NC(=O)C(Cc2ccccc2)C(=O)N1)Nc1ncccn1 (stereo unspecified)	1	3	2	0	-3	-17	1	-26	6
O=C(NC1CSCC1OC(=O)c1ccccc1)c1ccccc1 (stereo unspecified)	8	-6	-14	-4	2	8	5	-17	1
COc1ccccc1C(=O)Nc1nnc(-c2ccc3c(c2)CCCC3)o1	8	-10	-6	-2	-3	-22	7	-27	6
Cc1ccc2cc3c(N)c(C(=O)N4CC(=O)Nc5ccccc54)sc3nc2c1	36	-11	-2	0	-6	-66	2	-10[20 µM]	7
Cc1[nH]oc(=O)c1N=Nc1c(Cl)cccc1Cl	8	-30	-3	8	-3	-5	0	-14	0
Nc1nc2ccccc2n1/N=C/c1cccnc1	x	-22	-2	1	-4	-9	2	-17[20 µM]	13
Cc1nnc(SCC(=O)N2c3ccccc3CC2C)s1 (stereo unspecified)	22	1	-9	2	-4	-39	5	-16[20 µM]	9
Cc1cc(-c2ccco2)n2c(nc3ccccc32)c1C#N	7	-14	3	12	-2	-16	6	-21	x
O=C(Nc1ncn[nH]1)c1cc(S(=O)(=O)Nc2ccc(Cl)cc2)ccc1Cl	25	-6	-2	5	1	-3	6	-8	5
O=C(O)C(Oc1ccc2c3c(c(=O)oc2c1)CCC3)c1ccccc1 (stereo unspecified)	9	-12	-6	-7	4	-7	3	-24[20 µM]	27
COc1ccc(Cl)cc1NC(=O)C1CSC(c2ccncc2)=N1 (stereo unspecified)	11	5	-8	-4	2	1	6	-3	12
COc1cc(S(=O)(=O)N2CCN(c3ccccc3F)CC2)c(OC)cc1Cl	6	0	2	-2	0	10	4	-17[20 µM]	10
CCC(C)(C)NC(=O)CN(C(=O)CCC(=O)Nc1cc(C)ccn1)c1ccc2c(c1)OCO2	19	3	1	2	-4	-12	-1	-26	7
Nc1nnnn1/N=C/c1cccc(Oc2ccccc2)c1	-4	-1	1	2	-2	-3	8	-10	12
O=[N+]([O-])c1ccc(N2N=C(c3ccco3)CC2c2ccccc2)cc1 (stereo unspecified)	11	5	-5	-4	5	-40	7	3	13
O=c1[nH]nc(SCc2ccccc2)c(=O)[nH]1	-29	30	1	3	1	-6	4	-15	1
Cc1nc2ccccc2n1CCC(=O)O	-15	-7	-7	4	-3	-2	3	-35[20 µM]	6
CCOC(=O)C1(Cc2cccc(OC)c2)CCCN(Cc2cnn(C)c2)C1 (stereo unspecified)	6	-5	-5	1	2	-5	9	-32	3
CCOC(=O)c1cc(CC)sc1NC(=O)CC1SC(N)=NC1=O (stereo unspecified)	24	1	-8	-3	6	-8	5	-9	6
CCN(CC)c1ccc(/C=N/NC(=O)CN2CCCc3ccccc32)cc1	-3	-13	2	6	-4	-18	3	-16	6
Cc1cc(C(=O)CSc2nnc(-c3ccncc3)n2-c2ccccc2)c(C)n1C	6	-21	-11	2	-6	-18	2	5	4
Cc1cccc(NC(=O)C(c2cccc([N+](=O)[O-])c2)N2CCCCC2)c1 (stereo unspecified)	8	0	8	6	-5	2	0	-14[20 µM]	1
Cc1cccc(Cn2cnc3c(nnn3Cc3ccc(F)cc3)c2=O)c1	-5	-1	-2	-9	3	-8	5	-7	6
CCOC(=O)c1oc2cc(O)c(CC)cc2c(=O)c1-c1ccc2c(c1)OCCO2	6	-7	4	4	-1	-14	6	2	9
CCc1nnc(NC(=O)c2ccc(-c3ccc(Cl)cc3)o2)s1	7	-4	5	-3	3	1	5	-21[20 µM]	14
CCNS(=O)(=O)c1ccc(CCC(N)=O)cc1	19	-11	3	3	3	-1	9	-20	13
O=C(CN1C(=O)c2cccc3cccc1c23)NCc1ccc2c(c1)OCO2	7	-7	7	4	-1	-1	4	-11[20 µM]	6
CCC(=O)N=c1sc2c(OC)ccc(OC)c2n1C	x	-5	-10	-7	2	x	7	-20	14
O=c1[nH]c2cc3c(cc2cc1CN(CCCO)C(=S)NCc1ccco1)OCO3	14	-22	-4	0	-1	-7	12	-21	13&8
Cc1c(-c2nc(N)nc(Nc3ccc(F)cc3)n2)oc2ccccc12	-1	-13	-3	1	-2	-13	3	-27[20 µM]	10
CCC(=O)NC(=S)Nc1ccccc1C(=O)NC1CCCCC1	-15	25	-5	4	1	-15	8	-7	7
COc1ccc(-c2c(NC(=O)c3ccco3)n(-c3ccc(C)cc3)nc(C)c2=O)cc1	23	-7	-5	9	-2	-5	-1	-14	7
CCOC(=O)CN(C(=O)COc1nc(C)cc(C)c1C#N)c1cccc(Cl)c1	-14	-8	8	1	-2	9	-2	-13	5
CC(C(=O)N(C)Cc1ccccc1)N1CCN(C/C=C/c2ccccc2)CC1 (stereo unspecified)	11	-10	5	-1	-3	0	0	-19	11
CN(C(=O)/C=C/c1ccc([N+](=O)[O-])s1)c1ccccc1	28	3	2	-6	8	-3	7	4	7
CCOC(=O)c1cccc(NC(=O)Cn2cc3c(n2)CCC(C)C3)c1 (stereo unspecified)	20	2	-7	-7	3	1	2	-10	4
CNC(=S)N1CCC(n2cnc3ccccc32)CC1	7	-5	-4	1	-4	-7	-2	-32	6
CCOC(=O)C1CCN(CCC(=O)Nc2cccc(Cl)c2)CC1	3	1	0	1	2	-14	6	-23	17
CCOc1ccc2nc(SCC(=O)N(C)C)[nH]c2c1	44	6	-5	4	-1	2	3	-19[20 µM]	11
Cc1ccccc1Cn1nc(C)c(NC(=O)C(F)(F)F)c1C	-18	5	4	5	-1	-4	7	-15	8
Cc1cc(=O)[nH]c2ccc(Cl)cc12	16	-13	0	16*	-3	-14	7	-20[20 µM]	10

Complete entries, quoted from the list. Values in the order: PPC-1+TRAIL kill	TbHK1 inh	RBBP9 inhibitor	p97 ATPase inh	Ba/F3 V617F tox	p47phox inh	BaF3 tox	Furin inhibitor	EP2 antag
`CCN(CC)c1ccc(/C=N/NC(=O)CN2CCCc3ccccc32)cc1` is listed with -3	-13	2	6	-4	-18	3	-16	6
`COc1cc(S(=O)(=O)N2CCN(c3ccccc3F)CC2)c(OC)cc1Cl` is listed with 6	0	2	-2	0	10	4	-17[20 µM]	10
`Cc1cccc(NC(=O)C(c2cccc([N+](=O)[O-])c2)N2CCCCC2)c1` (stereo unspecified) is listed with 8	0	8	6	-5	2	0	-14[20 µM]	1
`CCOc1ccc2nc(SCC(=O)N(C)C)[nH]c2c1` is listed with 44	6	-5	4	-1	2	3	-19[20 µM]	11
`CCOC(=O)c1oc2cc(O)c(CC)cc2c(=O)c1-c1ccc2c(c1)OCCO2` is listed with 6	-7	4	4	-1	-14	6	2	9

Quoted at random: 2 entries already listed, in no set order.
compound	PPC-1+TRAIL kill	TbHK1 inh	RBBP9 inhibitor	p97 ATPase inh	Ba/F3 V617F tox	p47phox inh	BaF3 tox	Furin inhibitor	EP2 antag
COc1ccc(-c2c(NC(=O)c3ccco3)n(-c3ccc(C)cc3)nc(C)c2=O)cc1	23	-7	-5	9	-2	-5	-1	-14	7
CC(C(=O)N(C)Cc1ccccc1)N1CCN(C/C=C/c2ccccc2)CC1 (stereo unspecified)	11	-10	5	-1	-3	0	0	-19	11

Screening results deposited in PubChem BioAssay by several laboratories.
